Screening results (PubChem)
DYRK1A inh = inhibitors of rat Dyrk1A kinase. ADP-Glo luminescence, NFATc1 peptide. AID 504441. inhibition, % at 12.5 µM. 310,000 tested, 0.43% active; in the data active means inhibition above about 50%;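 further: plate controls were vehicle with enzyme for no effect and no enzyme for full effect; many of its hits are not listed in these tables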
GSK3A inh = blocks human GSK-3 alpha kinase. P49840. ADP-Glo luminescence, 60 min. inhibition, % at 10 µM. 320,000 tested, 0.1% active. AID 2650;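 in the data active means inhibition above about 50%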;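 further: GST-tagged GSK-3 alpha with peptide substrate and 25 µM ATP; 0% = DMSO neutral wells and 100% = GW8510 positive control wells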
Target sequence (P49840 whole entry, looked up): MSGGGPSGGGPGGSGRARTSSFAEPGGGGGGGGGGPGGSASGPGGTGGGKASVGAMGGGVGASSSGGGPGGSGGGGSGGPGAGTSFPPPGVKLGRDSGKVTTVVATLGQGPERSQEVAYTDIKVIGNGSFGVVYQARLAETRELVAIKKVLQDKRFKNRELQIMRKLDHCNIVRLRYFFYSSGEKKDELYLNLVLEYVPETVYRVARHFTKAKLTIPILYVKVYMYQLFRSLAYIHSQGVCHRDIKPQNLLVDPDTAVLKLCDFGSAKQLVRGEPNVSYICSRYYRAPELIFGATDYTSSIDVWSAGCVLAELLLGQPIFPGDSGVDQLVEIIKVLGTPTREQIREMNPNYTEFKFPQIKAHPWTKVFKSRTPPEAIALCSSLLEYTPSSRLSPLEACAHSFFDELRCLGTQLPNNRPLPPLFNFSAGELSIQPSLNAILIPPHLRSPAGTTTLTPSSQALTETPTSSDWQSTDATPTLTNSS
Platelet DG rel = platelet dense granule release activity; human platelet-rich plasma, SFLLRN dense granule ATP release, luminescence; inhibition, %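 (compounds screened at 7.5 µM in platelet-rich plasma)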; 300,000 tested, 0.22% active; AID 1663;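 active means mean replicate score, as percent of positive control, at or above 50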
aSyn UTR inh = MLPCN primary screen, SNCA 5' untranslated region | alpha-synuclein 5'UTR reporter, inhibitor activity | inhibition, % (tested at 7.5 µM) | 300,000 tested, 0.82% active | AID 1813; in the data active means inhibition above about 60%;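 further: H4 neuroglioblastoma cells stably carrying SNCA 5'UTR luciferase fusion; 0% = DMSO wells and 100% = positive control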
KLF5 inh = suppresses KLF5 promoter-driven expression | DLD-1 KLF5 promoter-luciferase reporter, luminescence | inhibition, % at 5 µM | 290,000 tested, 0.23% active;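 active means inhibition above a per-plate limit of that plate's mean compound inhibition plus 3 SD, cut at about 60% in these data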;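 further: 0% = DMSO wells and 100% = LY294002 at 200 µM; higher means less KLF5 promoter-driven luciferase light; inactives centre near -14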
HSF-1 act = increases HSF-1 driven luciferase reporter signal; NIH3T3-HGL HSF-1 luciferase reporter, MG132, 8 h; 100% = twice DMSO control signal; activation, % at 9 µM; 300,000 tested, 1.7% active;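 active means mean replicate activation of at least 50% with a set share of replicates each reaching 50%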;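 further: 0% = median of the neutral control wells and 100% = twice that signal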
HSP90 inh = blocks HSP90-mediated luciferase refolding in reticulocyte lysate; AID 1789; inhibition, % at 5.6 µM; 290,000 tested, 0.91% active; Rabbit reticulocyte lysate, luciferase refolding luminescence, 3 h;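 active means inhibition above the screen-wide mean plus 3 SD, computed separately per campaign, cut at about 16% in these data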;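 further: 0% = DMSO wells and 100% = 60 µM geldanamycin wells; inhibitors lower the luminescence because luciferase stays unfolded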
HSF1 inh = HSF1 inhibition | AID 2098 | NIH3T3-HGL HSE-luciferase, MG132-induced, luminescence 8 h; stronger effect = lower value | 300,000 tested, 0.77% active | activity change, negative = inhibition, % at 7.5 µM (by protocol);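 active means more than half of replicate wells show activity change below -50%, luminescence cut by over half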;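 further: luciferase reports HSF-1 transcriptional activity via heat shock element; 0% = median of DMSO wells and -100% = zero luminescence signal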
IEC-6 tox = counter-screen for KLF5 inhibitors: cytotoxicity in IEC-6 cells. IEC-6 cytotoxicity, luminescence viability. inhibition, % at 5 µM. 290,000 tested, 0.78% active. AID 1825; in the data active means inhibition above about 22%;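 further: 0% = plate median of test compound wells and 100% = cytotoxic reference compound wells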
GSK3beta inhib = blocks human GSK3beta kinase activity | 300,000 tested, 0.038% active | P49841 | activity score (negative = inhibition), % at 10 µM | GST-GSK3beta kinase, ADP-Glo luminescence, 60 min; stronger effect = lower value | AID 2097;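 active means more than half of replicate wells score below -50%, meaning over 50% inhibition versus plate controls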;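 further: 0% = median DMSO wells and -100% = median GW8510 positive control wells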
Target sequence (P49841 whole entry, looked up): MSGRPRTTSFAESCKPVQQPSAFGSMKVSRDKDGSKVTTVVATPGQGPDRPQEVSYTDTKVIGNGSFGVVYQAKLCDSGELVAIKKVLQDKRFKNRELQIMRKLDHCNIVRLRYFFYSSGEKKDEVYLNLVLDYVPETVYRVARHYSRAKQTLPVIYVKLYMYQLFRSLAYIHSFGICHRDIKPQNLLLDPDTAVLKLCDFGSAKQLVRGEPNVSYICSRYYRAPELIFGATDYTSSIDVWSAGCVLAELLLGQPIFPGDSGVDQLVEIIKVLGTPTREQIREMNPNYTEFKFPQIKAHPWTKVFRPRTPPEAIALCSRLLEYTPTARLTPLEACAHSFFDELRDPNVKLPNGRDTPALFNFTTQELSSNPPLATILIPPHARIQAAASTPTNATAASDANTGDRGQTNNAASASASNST
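Test system: GST-tagged human GSK3beta kinase, cell-free; evaluation: activity score scaled between in-plate DMSO and GW8510 controls; measured by: ADP-Glo luminescence; incubation: 60 min reaction, RT; benchmarks: DMSO and 20 µM GW8510; reagent: peptide substrate plus 25 µM ATP (final); medium: Tris/MgCl2 kinase buffer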
Active calls of the source: *; x = not tested or not shown. Some of the compounds tested. The share of hits here may be higher or lower than overall.

SMILES	DYRK1A inh	GSK3A inh	Platelet DG rel	aSyn UTR inh	KLF5 inh	HSF-1 act	HSP90 inh	HSF1 inh	IEC-6 tox	GSK3beta inhib
COCCCN(CC(=O)O)S(=O)(=O)c1ccccc1	-4.7	-2.2	-5.5	6.6	2.1	0.9	-0.4	-4.9	1.0	-0.6
O=C1CSC(=Nc2ccc(Cl)cc2)N1Cc1cccnc1	x	-1.8	2.2	-15.0	-5.7	14.2	-1.6	-7.3	-0.2	2.6
COc1ccc(CCNC(=O)CSc2nc(O)c(CC(C)C)c(=O)[nH]2)cc1OC	8.7	-1.8	9.7	-8.1	-16.9	-10.4	1.5	-12.9	-5.2	2.7
COc1ccc(C2=NS(=O)(=O)N(C)C(C(=O)N3CCOCC3)=C2)cc1	6.4	-0.6	-4.9	8.4	-12.3	8.0	-5.0	-7.6	-3.2	-1.9
CC(NC(=O)/C(C#N)=C/c1ccco1)c1ccccc1 (stereo not drawn)	-6.1	0.3	-0.6	12.3	-45.9	-22.2	10.3	-3.6	0.5	3.5
CC(=O)NCC1CCCN(C(=O)c2ccc(OC3CCN(Cc4ccccn4)CC3)cc2)C1 (stereo not drawn)	x	x	4.6	1.3	-14.8	-7.0	1.9	6.1	-5.1	-0.4
CCc1ccc(C(=O)/C=C/c2ccc([N+](=O)[O-])o2)cc1	-5.5	1.2	-2.1	-151.3	0.2	154.6*	1.6	123.8	-0.5	0.7
Cc1ccccc1C(=O)Oc1ccc(-c2csnn2)cc1	x	-1.9	1.6	-67.8	-21.5	23.0	3.2	12.0	-2.1	2.0
CC(=O)N1CCN=C1SCc1ccc(C(F)(F)F)cc1	1.9	-9.2	-6.8	-84.8	-34.0	6.6	-1.1	-1.1	-0.2	3.3
O=S(=O)(N/N=C/c1ccc(N2CCOCC2)cc1)c1ccc(Br)cc1	7.8	-3.1	-0.5	-3.3	-15.3	4.4	4.3	-1.7	4.7	1.1
O=C(CN1CCN(CC(=O)Nc2ccccc2Cl)CC1)Nc1ccc2c(c1)OCCO2	-3.6	-0.8	4.6	11.7	-10.3	-1.8	0.5	-1.2	-0.5	2.4
Fc1ccc(C2CC(c3ccco3)=Nc3ccccc3S2)cc1 (stereo not drawn)	8.2	-2.2	1.8	-54.6	-5.0	-8.5	4.8	-9.2	3.1	-1.8
Cc1ccccc1OCCn1cc(/C(N)=N/O)c2ccccc21	-6.7	2.0	-5.9	-13.5	-15.6	11.2	2.1	11.3	7.1	3.4
COC(=O)C1=C(NC(=O)COc2ccc(Cl)cc2Cl)CCS1	-3.3	-1.1	-1.7	-35.7	-1.0	27.2	2.1	11.0	2.3	1.6
Cn1cc(C(C[N+](=O)[O-])c2ccccc2)c2ccccc21 (stereo not drawn)	-2.2	-5.5	-1.5	-21.3	19.0	8.9	-3.8	0.8	18.3	0.3

Some entries already given, reduced to GSK3beta inhib, Platelet DG rel and HSF1 inh.
structure | GSK3beta inhib | Platelet DG rel | HSF1 inh
O=C1CSC(=Nc2ccc(Cl)cc2)N1Cc1cccnc1 | 2.6 | 2.2 | -7.3
COc1ccc(C2=NS(=O)(=O)N(C)C(C(=O)N3CCOCC3)=C2)cc1 | -1.9 | -4.9 | -7.6

More compounds.
SMILES	DYRK1A inh	GSK3A inh	Platelet DG rel	aSyn UTR inh	KLF5 inh	HSF-1 act	HSP90 inh	HSF1 inh	IEC-6 tox	GSK3beta inhib
O=C(Nc1ccc(C(=O)N2CCCCC2)cc1)c1ccccc1Br	1.2	0.6	-9.5	4.8	-0.2	-15.5	1.9	-4.8	-0.4	2.0
CN(C)S(=O)(=O)c1cccc(NC(=O)COC(=O)c2cc(-c3cccc(Br)c3)nc3ccccc23)c1	-3.0	-2.1	-6.9	-20.2	-42.5	-5.0	-2.6	-1.1	10.3	2.6
Cc1ccc(CN2C(=O)c3ccccc3Sc3ccc(C(=O)NCCN4CCOCC4)cc32)cc1	x	-2.2	13.1	-10.5	-0.6	9.2	-4.8	2.4	3.8	2.5
COC(=O)CSC1=C(C#N)C(c2ccccc2)CC(=O)N1 (stereo not drawn)	-3.4	-1.6	-10.8	-4.7	-17.3	x	2.0	x	-2.2	-1.6
Cc1cc(/C=C2/NC(=O)N(c3ccccc3)C2=O)c(C)n1C(C)C	2.7	-3.3	-4.7	-64.2	-12.3	21.0	4.8	5.5	0.2	-1.4
CCCC(=O)n1nc(-c2cccnc2)nc1N	-4.7	-0.7	3.9	1.4	-16.5	-7.8	-3.3	-5.0	1.4	0.3
CCOC(=O)Cn1nc(-c2ccccc2)nc1-c1ccccc1	7.7	0.0	1.2	-37.7	-17.4	3.2	-1.6	6.1	5.0	1.2
Nc1c(N=Nc2ccccc2F)c(=O)[nH]n1-c1ccccc1	5.7	-2.2	-2.8	-125.3	-42.4	35.1	-2.5	8.5	5.2	1.5
COc1ccc(-n2c(SCC(=O)Nc3ccccc3OC)nc(O)c(Cc3ccccc3)c2=O)cc1	x	4.4	-6.0	-17.6	-56.1	0.7	3.5	4.1	-2.0	-1.1
CCc1nnc(NC(=O)CSc2nnc(-c3ccc(O)cc3)n2C)s1	x	0.6	-7.5	-9.8	-3.7	-1.0	5.5	-1.5	4.4	5.9
Cc1ccc(/C=C/C(=O)O)cc1S(=O)(=O)N1CCC(Cc2ccccc2)CC1	-10.2	-5.4	1.8	-10.4	-23.8	-21.5	-9.1	-1.4	0.5	-1.7
Cc1cc(OCc2cc(C(=O)N3CCN(CC4CC4)CC3)no2)cc(C)c1Cl	3.7	-2.0	0.8	2.5	-11.2	17.6	4.2	6.8	-0.2	0.2
Cc1nc(NC(=O)c2ccc3c(c2)OCO3)ccc1Br	-0.7	-2.2	1.6	-140.3	-106.8	46.6	-1.9	30.0	-3.8	-1.3
CC1=NC(C)Cc2ccccc21 (stereo not drawn)	1.3	-1.2	-11.7	24.4	-13.8	-2.8	-1.3	-9.0	-6.5	-1.6
c1csc(-c2noc(COc3ccc4c(c3)CCCC4)n2)c1	5.5	-2.4	-7.9	-6.5	-55.9	1.3	-0.1	-5.7	-2.5	1.9
Cc1nn(CC(=O)Nc2nc3ccccc3s2)c(C)c1[N+](=O)[O-]	13.8	-5.0	9.8	5.8	-0.7	-9.9	-1.4	-5.4	-0.9	-0.5
CC(=Nc1ccc(Br)cc1)c1sc2ccccc2c1O	4.2	-1.5	16.3	-125.0	-27.4	59.8*	-1.6	42.1	3.1	5.9
CCOCCCNC(=O)CN1N=C(c2ccc(C)cc2)CCC1=O	-2.2	-0.4	1.0	7.1	-31.2	-5.6	-1.4	4.5	-2.1	0.2
Cc1nonc1C(=O)N/N=C/c1ccc([N+](=O)[O-])o1	4.2	1.0	1.3	-46.5	-19.6	23.0	-1.1	12.5	-2.4	0.8
Nc1ccc(C(=O)OCCCc2nc3cc4ccccc4cc3[nH]2)cc1	4.0	-2.3	-3.8	11.9	-3.2	-6.9	3.8	-11.4	4.3	-0.1
COc1ccccc1C(=O)C1CCCN(C(=O)CCn2cnnn2)C1 (stereo not drawn)	x	-2.5	7.1	-12.9	-23.3	16.4	-0.6	1.5	1.0	-0.2
Cc1cc(C(=O)N/N=C/c2cccc([N+](=O)[O-])c2)c(C)o1	1.7	0.6	-3.4	-38.8	-29.2	36.8	-0.5	26.5	-5.0	-0.6
COc1cc(/C=N/NC2=NS(=O)(=O)c3ccccc32)ccc1OC(C)=O	-2.2	-2.6	0.3	7.2	-25.9	-7.4	-4.5	-1.4	-1.7	-1.9
Cc1ccsc1/C=N/NC(=O)c1c[nH]c2ccccc12	19.4	1.6	-3.1	-122.0	-97.5	48.7	-1.8	22.9	1.8	-3.7
Cc1cc(C)nc(SCc2ccc(F)cc2)n1	8.6	0.7	0.2	9.3	-11.7	-4.3	0.4	1.6	-5.0	-5.8
CCOC(=O)c1ccc(NC(=S)N2CCSC2c2ccc(OC)cc2)cc1 (stereo not drawn)	-5.1	-1.2	-12.5	-7.3	-19.1	-45.1	-2.7	-39.5	0.4	1.0
COc1cccc(C(=O)NC(=S)Nc2ccccc2N2CCCC2)c1	-1.3	x	-6.6	-19.4	-12.3	31.1	0.1	1.2	-1.1	-1.9
O=C(NCCN1CCOCC1)C1CC(=O)N(c2ccc(F)cc2)C1 (stereo not drawn)	-1.7	-3.2	4.7	-6.8	-29.4	12.9	-0.4	-6.8	-5.1	1.7
CC(C)c1c(O)c2c(n(-c3ccccc3)c1=O)CCCC2	-2.9	x	-27.9	-7.8	-3.9	4.6	-0.9	1.4	-0.5	1.0
Cc1ccc(O)c(NC(=S)NC(=O)/C=C/c2ccco2)c1	2.3	-1.4	3.0	-169.8	11.2	-32.1	-2.0	-12.4	2.5	0.7
CCOc1ccsc1C(=O)O	3.9	1.6	8.1	0.8	-17.2	-3.3	-0.9	-2.9	-3.5	1.4
CCOC(=O)c1c(C)[nH]c(C(=O)COC(=O)C(C)N2C(=O)C3CCCCC3C2=O)c1C (stereo not drawn)	3.5	0.3	-5.5	-12.8	-54.3	10.6	-2.9	-1.7	-3.4	-1.5
Cc1cccc(NC(=O)CCC(=O)OCC(=O)c2ccc(Oc3ccc([N+](=O)[O-])cc3)cc2)c1	-1.5	1.6	-1.3	-10.0	-19.9	4.8	-4.3	-1.3	3.9	-1.9
Cc1ccc(-c2nnn(CC(=O)N(c3ccccc3)C(C(=O)NCC3CCCO3)c3ccc(Cl)cc3)n2)cc1 (stereo not drawn)	-2.7	0.1	13.0	6.0	0.6	33.5	2.5	-1.7	-0.2	-2.1
Cc1ccc(S(=O)(=O)N2CCC(C(=O)N3CC(C)OC(C)C3)CC2)cc1 (stereo not drawn)	-4.4	-1.2	-3.7	11.0	-15.8	-5.7	-0.2	-0.8	7.6	0.7
COC(=O)C1Cc2ccccc2CN1S(=O)(=O)c1ccc(F)cc1 (stereo not drawn)	17.3	-3.9	0.5	5.3	-24.3	-0.6	-0.6	-0.1	-2.6	-0.9
CCCNc1c(N)c(=O)c1=O	8.5	1.2	-2.2	-21.8	-21.4	-5.4	-0.6	-1.3	-1.0	-1.2
O=C(c1cccc(Cl)c1)N1CCN(C2CCCCC2)CC1	x	2.2	-3.9	-9.8	-12.3	1.6	2.5	-5.3	2.0	3.8
CN(C)S(=O)(=O)N(CC(=O)Nc1ccccc1F)c1ccccc1	-1.4	-0.9	-2.5	-23.2	9.2	5.5	0.5	-2.2	-0.6	2.3
CCOC(=O)N1CCC(Nc2c(Nc3ccc(C)c(C)c3)c(=O)c2=O)CC1	-3.3	-3.8	-23.4	-34.1	-16.7	43.8	-2.1	33.2	4.6	1.5
Cc1ccccc1S(=O)(=O)/N=C(/Nc1c(C)n(C)n(-c2ccccc2)c1=O)c1ccccc1	x	-2.3	6.2	3.2	-24.5	-3.4	2.4	-5.4	1.5	-3.6
CCOc1ccc(NC(=O)Cn2cncc2-c2ccc([N+](=O)[O-])cc2)cc1	0.4	-0.3	-6.4	-1.7	-20.2	41.5	8.2	6.7	-0.2	-0.5
CCCC1=C(C(=O)OCC)C(c2ccccc2OCC)NC(=O)N1C (stereo not drawn)	-6.7	-3.0	-10.1	7.8	-18.6	-2.3	1.7	-5.0	6.1	2.6
